Screening results: PubChem, The Scripps Research Institute Molecular Screening Center
FBW7 activator – activators of human E3 ligase FBW7 | Q969H0 | AID 1259310 | 0.13% of 650,000 active | normalized activity (activation), % at 26.1 µM | AlphaScreen FBW7–phospho-cyclin E peptide binding, activator screen; in the data active = normalized activity above about 1.9%;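 note: purified mutant Fbw7 with reduced substrate affinity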
Target sequence (Q969H0 whole entry, looked up): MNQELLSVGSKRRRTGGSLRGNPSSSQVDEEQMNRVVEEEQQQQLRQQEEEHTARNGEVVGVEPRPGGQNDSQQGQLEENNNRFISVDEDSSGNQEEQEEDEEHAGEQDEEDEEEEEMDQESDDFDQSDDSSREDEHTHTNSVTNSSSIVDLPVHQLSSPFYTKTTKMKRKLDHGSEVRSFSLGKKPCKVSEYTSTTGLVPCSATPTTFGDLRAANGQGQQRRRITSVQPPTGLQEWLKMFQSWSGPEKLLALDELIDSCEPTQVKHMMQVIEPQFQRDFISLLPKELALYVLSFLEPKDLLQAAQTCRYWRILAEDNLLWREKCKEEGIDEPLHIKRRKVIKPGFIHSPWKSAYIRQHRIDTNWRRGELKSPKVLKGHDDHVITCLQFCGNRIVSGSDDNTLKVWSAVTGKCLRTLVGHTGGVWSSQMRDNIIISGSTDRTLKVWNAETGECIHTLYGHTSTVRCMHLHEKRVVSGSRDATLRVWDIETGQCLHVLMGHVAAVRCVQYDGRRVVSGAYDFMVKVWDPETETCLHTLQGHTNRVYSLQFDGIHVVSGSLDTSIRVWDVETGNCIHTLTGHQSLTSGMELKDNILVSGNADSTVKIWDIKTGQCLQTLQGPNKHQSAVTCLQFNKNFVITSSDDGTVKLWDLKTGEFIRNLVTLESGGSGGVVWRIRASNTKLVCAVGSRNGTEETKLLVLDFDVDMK
TEAD-YAP inh – TEAD-YAP interaction inhibition. AID 1259422. 1.4% of 640,000 active. HEK-TIYL cells, TEAD-Gal4/YAP UAS-luciferase luminescence. inhibition, % at 9.12 µM; in the data active = inhibition above about 32%;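 note: 0% = median of test compound wells and 100% = reference inhibitor wells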
GPR151 ag – activators of human GPR151. Q8TDV0. PathHunter beta-arrestin GPR151 cells, luminescence. activation, % at 11.2 µM. 1% of 650,000 active. AID 1508602; in the data active = activation above about 4.9%;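 note: 0% = median of compound wells and 100% = cells with positive control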
Target sequence (Q8TDV0 whole entry, looked up): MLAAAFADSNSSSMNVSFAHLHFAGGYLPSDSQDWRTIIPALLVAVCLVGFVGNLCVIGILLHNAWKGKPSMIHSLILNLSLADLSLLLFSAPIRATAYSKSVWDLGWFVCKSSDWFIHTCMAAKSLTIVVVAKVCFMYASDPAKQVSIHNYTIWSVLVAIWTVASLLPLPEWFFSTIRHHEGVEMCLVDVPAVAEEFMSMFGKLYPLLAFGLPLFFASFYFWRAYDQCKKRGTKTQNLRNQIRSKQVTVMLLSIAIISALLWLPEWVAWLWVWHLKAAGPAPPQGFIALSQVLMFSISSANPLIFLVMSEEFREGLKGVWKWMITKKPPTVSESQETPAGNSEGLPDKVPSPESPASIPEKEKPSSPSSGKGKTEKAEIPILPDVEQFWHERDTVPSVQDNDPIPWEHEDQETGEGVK
MITF primary – blocks human microphthalmia-associated transcription factor; O75030; AID 1259374; 0.91% of 650,000 active; AlphaScreen MITF homodimerization, bead proximity signal; inhibition, % at 2.6 µM; in the data active = inhibition above about 50%;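 note: 0% = vehicle wells with protein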
An asterisk follows results filed as active; x = no result given.

The line under a structure holds: FBW7 activator	TEAD-YAP inh	GPR151 ag	MITF primary
- O=C(Nc1noc2ccccc12)c1cccc([N+](=O)[O-])c1
→ 0.9	-0.4	-1.3	7.1
- CCN(CC)S(=O)(=O)c1cc([N+](=O)[O-])ccc1N/N=C(\C)c1ccco1
→ 0.0	4.5	-0.1	15.7
- CCN(CC)C(=O)CCNC(=O)Cn1cnc2ccccc2c1=O
→ -0.1	-5.0	-2.0	-7.8
- COC(=O)c1cc(CNC(=O)C23CC4CC(CC(C4)C2)C3)cc(NC(=O)c2ccco2)c1
→ 0.0	-25.9	-0.7	-6.7
- CC(C(=O)Nc1ccc(Cl)c(Cl)c1)N(c1ccccc1)S(C)(=O)=O (stereo not given)
→ 0.1	-3.5	2.4	5.6
- Cc1ccc(-c2nnc3c4ccccc4c(C)nn23)cc1NC(=O)CN1CCCCC1
→ -0.2	4.0	-0.5	-7.5
- CCOC(=O)c1ccc(NC(=O)CSc2nc3ccccc3c(=O)n2CCCC(=O)NCCc2ccc(OC)c(OC)c2)cc1
→ 0.1	15.0	1.6	-6.6
- c1ccc(-n2nnnc2-c2nc3ccccc3[nH]2)cc1
→ -0.1	-5.2	-0.2	6.0
- Nc1nnc(-c2ccccc2-c2nnc(N)s2)s1
→ -0.1	0.2	0.8	-5.2
- COc1ccc(CC(=O)NCC2(c3ccc(F)cc3)CC2)cc1OC
→ -0.3	1.6	-0.6	-11.1
- COc1cc(C=O)cc(Cl)c1OC(=O)c1ccco1
→ 0.0	2.8	0.2	18.6
- Cc1ccc(-c2cc(C(=O)OCC(=O)c3ccc(Cl)cc3)c3cc(C)ccc3n2)cc1
→ -0.1	5.0	-0.7	13.0
- CCOc1ccc(N2CC(C(=O)Nc3ccc(C(N)=O)cc3)CC2=O)cc1 (stereo not given)
→ 0.3	7.4	-0.3	10.6
- Cc1ccccc1NC(=O)c1ccc(F)c(S(=O)(=O)N2CCc3ccccc32)c1
→ 0.0	-6.0	1.0	9.3
- O=C(OCc1cc(=O)c(O)co1)c1cc(-c2cccs2)nc2ccccc12
→ -0.4	-2.4	1.1	2.5
- O=C(Nc1nc2ccccc2[nH]1)C1CC1
→ -0.1	-0.9	-0.3	-3.8
- CC1CCN(C(=O)/C=C\c2ccccc2)CC1
→ 0.0	-82.4	-0.8	-5.8
- COc1ccc(-n2nc(C(=O)N3CCC4(CC3)OCCO4)c3ccccc3c2=O)cc1
→ 0.3	8.7	-0.5	13.8
- O=C(Nc1nc(C(=O)NCc2ccccc2Cl)co1)c1ccccc1
→ -0.3	-4.3	2.9	3.3
- COc1ccc(S(=O)(=O)N(C)CC(=O)Nc2ccc(F)cc2F)cc1Cl
→ 0.0	-7.6	0.1	-5.5

Additional records
The line under a structure holds: FBW7 activator	TEAD-YAP inh	GPR151 ag	MITF primary
- CC(C)(C)c1ccc(CNC(=O)c2ccccc2Br)cc1
→ 0.0	9.0	1.8	-6.8
- N#Cc1c(N)c(C(=O)c2ccc(Br)cc2)n2ccccc12
→ 0.1	3.5	-0.8	-5.7
- Cc1ccc(S(=O)(=O)Nc2ccccc2C(c2ccccc2)c2ccc(C)o2)cc1 (stereo not given)
→ -0.1	-5.5	0.0	6.7
- Cc1cccc(N2CCN(c3cc(NCCO)c([N+](=O)[O-])c4nonc34)CC2)c1C
→ 0.0	2.3	0.7	5.4
- Cc1c(C(=O)NCCN2CCOCC2)sc2ncnc(N(C)c3ccccc3)c12
→ -0.1	0.8	0.9	1.2
- O=C(NCc1ccc(Cl)cc1)c1ccc2c(=O)n(Cc3cccc(Br)c3)c(=S)[nH]c2c1
→ -0.1	-8.1	-1.5	0.4
- COc1ccccc1/C=C/C=C1\N=C(c2ccc(Cl)cc2)OC1=O
→ -0.2	1.5	4.1	-0.5
- O=C(Cn1nc(C(=O)O)c2ccccc2c1=O)Nc1ccccc1Br
→ 0.7	-6.0	-0.1	10.5
- NC(=O)C1CCN(C(=O)CSc2nc(O)cc(=O)[nH]2)CC1
→ -0.1	1.3	0.2	18.4
- CCOc1ccc(C2C3=C(COC3=O)Nc3c2c(=O)n(C)c(=O)n3C)cc1OC (stereo not given)
→ -0.2	3.4	-2.2	1.4
- CN(NC(=O)c1ccc2c(c1)S(=O)(=O)c1ccccc1C2=O)c1ccccc1
→ -0.1	-11.1	0.6	-0.1
- N#Cc1ccc(Oc2ccc(C(N)=O)cc2)cc1C#N
→ 0.3	0.7	0.2	8.4
- Cc1cc(=O)oc2cc(OCC(=O)OC(C)C(=O)NC3CCCC3)ccc12 (stereo not given)
→ -0.1	-0.9	0.6	6.1
- Cc1c(C(=O)NN2CCOCC2)nn(-c2ccc(Cl)cc2Cl)c1-c1ccc(I)cc1
→ 0.0	x	1.6	7.2
- CCOC(=O)c1sc(Nc2cc(Cl)ccc2Cl)nc1-c1ccccc1
→ -0.2	-12.1	2.3	-1.1
- O=C(c1cc2ccccc2oc1=O)N(Cc1ccc2c(c1)OCO2)Cc1ccco1
→ -0.1	-9.5	0.4	17.1
- CCc1ccc(CNC(=O)CN(C)c2nn3c(=O)cc(C)nc3s2)cc1
→ -0.1	-16.3	0.4	2.4
- C=CCN(CC=C)C1CC(=O)N(c2ccccc2)C1=O (stereo not given)
→ 1.5	6.1	-0.3	11.9
- O=C1CC2(CCCC2)CC(=O)N1Cc1ccc(Cl)cc1
→ 0.5	18.3	-0.5	-5.0
- Cc1cccc(-n2c(N)c(C#N)c3nc4ccccc4nc32)c1C
→ -0.1	6.9	-0.3	-3.2

Entries of single compounds, quoted from the list. Order of values: FBW7 activator, TEAD-YAP inh, GPR151 ag, MITF primary
`O=C(c1cc2ccccc2oc1=O)N(Cc1ccc2c(c1)OCO2)Cc1ccco1` reads -0.1, -9.5, 0.4, 17.1
`O=C(NCc1ccc(Cl)cc1)c1ccc2c(=O)n(Cc3cccc(Br)c3)c(=S)[nH]c2c1` reads -0.1, -8.1, -1.5, 0.4
`Cc1c(C(=O)NCCN2CCOCC2)sc2ncnc(N(C)c3ccccc3)c12` reads -0.1, 0.8, 0.9, 1.2

Part of the list above, limited to FBW7 activator.
mol	FBW7 activator
Cc1c(C(=O)NN2CCOCC2)nn(-c2ccc(Cl)cc2Cl)c1-c1ccc(I)cc1	0.0
O=C(Nc1nc(C(=O)NCc2ccccc2Cl)co1)c1ccccc1	-0.3

Other entries:
The line under a structure holds: FBW7 activator	TEAD-YAP inh	GPR151 ag	MITF primary
- O=C(O)C1CCCN(Cc2ccccn2)C1 (stereo not given)
→ -0.5	0.7	2.7	7.7
- COc1ccccc1NC(=O)Nc1nnc(SCCOc2ccccc2)s1
→ 0.0	5.2	0.8	8.7
- COCCN1C(=O)/C(=C\c2ccc(OCC(=O)NC(C)C)cc2)C(C(=O)OC)=C1C
→ -0.1	2.7	2.7	-11.5
- CC(=O)Nc1ccc(C2NC(=S)NC(C)=C2C(=O)Nc2ccc(C)c(C)c2)cc1 (stereo not given)
→ -0.1	4.9	1.6	-3.5
- O=C(O)c1cc(C23CC4CC(CC(C4)C2)C3)nc2ccc(Br)cc12
→ -0.1	0.3	-0.6	4.6
- O=c1[nH]c(N/N=C/c2ccccc2O)nc2ccccc12
→ -0.2	72.0*	-3.2	77.7*
- Cc1nc2c(c(C)nn2C(C)(C)C)c(C)c1CCC(=O)Nc1ccc2c(c1)OCO2
→ 0.1	-16.9	1.3	1.2
- Cn1cc(/C=C2\NC(=S)NC2=O)c2ccccc21
→ 0.0	-5.6	2.6	6.2
- COc1cccc(CN2CCN(C(=O)C(c3ccccc3)c3ccccc3)CC2)c1OC
→ -0.4	0.5	-0.8	31.8
- Cc1cc(C)cc(NC(=O)CSc2cn(CCNC(=O)c3cccs3)c3ccccc23)c1
→ -0.1	-3.2	-1.7	11.8
- CC(Nc1cccc(Cl)c1)N1C(=O)CCC1=O (stereo not given)
→ 0.1	-7.9	0.3	9.6
- Cc1nn(CC(=O)N2CCCCC2C)c(=O)c2cc3sccc3n12 (stereo not given)
→ -0.2	1.1	-1.2	-3.7
- O=C1CSC(c2cccc([N+](=O)[O-])c2)N1c1ccc(Oc2ccc3ccccc3c2Cl)c(Cl)c1 (stereo not given)
→ -0.4	-13.4	0.0	3.1
- COC(=O)c1ccc(NC(=O)c2cc(Cl)ccc2[N+](=O)[O-])cc1
→ 0.1	3.2	-1.0	0.3
- Cc1ccc2nc(C)cc(NCCN(C)C)c2c1
→ 0.1	0.0	-0.1	15.6
- O=c1ccn(-c2nc(-c3ccccc3)oc2-c2ccccc2)c(=O)[nH]1
→ -0.2	2.1	2.6	2.7
- C=CCN(CC=C)C(=O)c1c(-c2c(Cl)cccc2Cl)noc1C
→ 0.1	2.3	-0.5	-0.7
- O=C(COc1ccccc1)NC1CCN(c2nc(-c3ccccc3)cs2)CC1
→ -0.2	0.7	1.0	12.6
- NC(=O)c1cccc(NC(=O)c2ccccc2-n2cc(NC(=O)c3ccccc3)cn2)c1
→ 0.2	-2.8	0.0	3.1
- COc1cc(Cn2cc(CC(=O)NCC3CCCO3)c3ccccc32)cc(OC)c1 (stereo not given)
→ 0.2	4.4	-1.1	4.3

New compounds follow.
molecule	FBW7 activator	TEAD-YAP inh	GPR151 ag	MITF primary
Cc1cccc(NC(=O)Cn2cc(C=O)c3ccccc32)c1	0.2	17.5	1.0	13.3
COC(=O)c1ccccc1C(=O)Nc1ccc(Br)cn1	0.3	8.2	-1.0	24.4
OC(CN1CCC(O)(c2ccc(Cl)cc2)CC1)C(F)(F)F (stereo not given)	0.2	4.5	-0.9	17.1
Cc1ccc(-c2ncn(-c3ccc(Nc4nccc(-c5cc(F)cc(S(C)=O)c5)n4)cc3)n2)cn1 (stereo not given)	0.2	6.1	0.4	4.3
Cc1cc(C)nc(NC(=NCc2cccnc2)NC(=O)Nc2ccccc2)n1	0.0	-4.7	-0.2	-0.6
Cc1ccc(-n2nc3c(c2NC(=O)Cn2c(=O)oc4ccccc42)CSC3)cc1C	0.0	8.2	-0.2	-0.6
CCc1ccc(NC(=O)CSc2nc(C)cc(C)n2)cc1	-0.1	17.0	1.6	-1.1
CCCC1(C2CCN(C(=O)Cc3ccsc3)CC2)NC(=O)N(CC2CCCO2)C1=O (stereo not given)	0.4	6.8	-1.4	21.4
CCOc1ccc(Nc2cc(N3CCN(C4CCCCC4)CC3)c3noc4c3c2C(=O)c2ccccc2-4)cc1	-0.1	-1.8	0.6	-10.5
O=C(c1ccccc1)n1nc(-c2ccco2)nc1NCc1cccs1	0.0	-8.8	-0.6	-8.2
Cc1cc(=O)n2nc(N(C)CC(=O)NCc3ccc(F)cc3)sc2n1	0.2	0.7	-1.0	-0.9
CCCCN(C)CCCN(Cc1cccs1)C(=S)Nc1ccc(CC)cc1	0.2	2.0	0.0	6.7
c1coc(CN2CCC(N3CCOCC3)CC2)c1	0.6	12.0	0.6	60.3*
Cc1ccc(N2CC(O)=C(c3nc4ccccc4[nH]3)C2=N)cc1C	-0.2	-55.5	0.8	4.0
CCS(=O)(=O)c1ccc2oc(Nc3ccc4c(c3)OCCO4)nc2c1	-0.1	-18.2	-1.0	1.1
COc1cc(OC)cc(C(=O)Nc2cc(-c3nc4ccccc4s3)ccc2C)c1	0.7	-7.3	0.5	18.4
COc1ccc(Nc2nccc(-c3cncc(N4CCOCC4)c3)n2)cc1	0.6	61.1*	-0.2	3.1
COc1ccc(NC(=O)Cc2noc3ccc(C)cc23)cc1Cl	-0.2	1.0	-1.0	0.5
Cn1c2c(c(=O)n(C)c1=O)C(O)(C(F)(F)F)C(=O)N2 (stereo not given)	-0.1	-1.6	-1.3	36.8
COc1ccc(CCNC(=O)c2ccc3nc(-c4cccc(N)c4)sc3c2)cc1	0.1	2.3	-0.2	7.1
CCOc1ccc(C(c2c[nH]c3ccccc23)c2c[nH]c3ccccc23)cc1OCC	0.4	-9.2	-0.9	-2.8
CC(=O)Nc1nnc(C2CCCC2)s1	0.0	4.4	0.8	1.3
O=C(CSc1nc2sc3c(c2c(=O)n1-c1ccccc1)CCc1ccccc1-3)c1ccc(Cl)cc1	0.0	3.9	1.5	13.8
CCC(CC)C(=O)OCC(=O)c1c(N)n(C)c(=O)n(C)c1=O	0.1	-17.0	0.9	-10.4
CCN(CC(=O)O)S(=O)(=O)c1cc(Cl)ccc1Cl	-0.2	1.6	0.2	13.5

Later entries
molecule	FBW7 activator	TEAD-YAP inh	GPR151 ag	MITF primary
COc1ccc(C2N(S(=O)(=O)c3ccccc3)CCN2S(=O)(=O)c2ccc(C)cc2)cc1 (stereo not given)	0.2	-7.0	-1.2	14.0
CNC(=O)COC(=O)c1cc(C(=O)OC)cc([N+](=O)[O-])c1	0.1	6.9	0.4	-3.3
O=c1c2ccccc2c(C=Nc2ccccc2[N+](=O)[O-])c(O)n1-c1nccs1	0.0	13.8	1.7	-3.0
O=C(O)c1cc(Cl)ccc1-c1ccc(/C=C/c2cc(C(F)(F)F)[nH]c(=O)n2)o1	-0.5	9.0	0.5	9.0
C#CCN1C(=O)S/C(=C/c2cccc([N+](=O)[O-])c2O)C1=O	0.5	10.2	-0.6	13.4
FC(F)(F)c1cccc(CN2CCc3nc4ncccc4cc3C2)c1	0.1	-9.3	-0.2	9.4
O=C(NCc1ccc(Cl)cc1)Nc1ccc2c(c1)N(S(=O)(=O)c1ccccc1)CCC2	-0.1	-8.4	1.0	4.0
COc1ccc(C2=NN(CCC(=O)NCc3ccccc3Cl)C(=O)CC2)cc1	0.3	14.9	-0.8	4.6
C/C(N)=C(/C#N)C(=O)COC(=O)COc1ccccc1C(C)C	0.3	6.8	-0.8	10.7
O=C(c1ccc([N+](=O)[O-])cc1)N1CCN(S(=O)(=O)c2ccc(F)cc2)CC1	0.1	-7.8	1.1	-9.6
COc1ccc(NC2CC(=O)NC2=O)cc1 (stereo not given)	0.0	10.2	0.5	6.4
